Screening data deposited in PubChem BioAssay by National Center for Advancing Translational Sciences (NCATS).
MBNL1 CUG block = qHTS Assay for Inhibitors of MBNL1-poly(CUG) RNA binding; TR-FRET MBNL1-His/biotin-(CUG)12 binding, 665/545 ratio; 0.036% of 280,000 active; Muscleblind-like protein 1 (Homo sapiens), Q9NR56; Potency, µM (doses to about 57.5 µM), without a hit: at the highest dose activity change, negative = inhibition, actives largely listed as inhibitors; AID 2675, 2010; active = well fitted inhibition curve with a large enough effect in the signal ratio, with a control signal flat, not every such curve was filed as active; inconclusive = small, poorly fitted or top-dose-only effect, or effect the other way, or a change in a side signal; inactive = no such curve, though single readings can be large or run the other way; the % refers to the signal ratio; note: potency is the fitted concentration of half-maximal effect; % is set by controls: 0 for no effect and ±100 for the full control effect
Target sequence (Q9NR56 whole entry, looked up): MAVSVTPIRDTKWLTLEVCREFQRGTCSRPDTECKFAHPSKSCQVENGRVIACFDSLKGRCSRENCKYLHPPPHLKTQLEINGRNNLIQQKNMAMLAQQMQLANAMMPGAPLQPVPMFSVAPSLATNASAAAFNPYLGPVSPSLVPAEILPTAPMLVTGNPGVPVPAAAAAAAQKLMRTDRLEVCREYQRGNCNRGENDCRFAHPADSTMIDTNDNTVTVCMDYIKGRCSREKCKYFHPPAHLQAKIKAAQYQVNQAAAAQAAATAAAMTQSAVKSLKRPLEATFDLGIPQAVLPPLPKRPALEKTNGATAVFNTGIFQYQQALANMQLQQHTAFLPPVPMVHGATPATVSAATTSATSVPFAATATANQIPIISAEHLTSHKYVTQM
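Inhibition of protein-RNA binding appears as loss of TR-FRET between terbium anti-His antibody on MBNL1-His and streptavidin-XL665 on biotin-(CUG)12. Activity is normalized to buffer-only and uninhibited-complex controls.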
ELG1 DNA repair = qHTS screen for small molecules that inhibit ELG1-dependent DNA repair in human embryonic kidney (HEK293T) cells expressing luciferase-tagged ELG1; HEK293T ELG1-luciferase reporter, luminescence, 16 h; DNA damage induced by 5-fluorouridine; Potency, µM (highest dose often 46.1 µM), for inactives: at the top dose activity change, negative = inhibition, actives largely listed as inhibitors; 2.3% of 330,000 active; AID 504467, 2011; note: potency is the fitted concentration of half-maximal effect; % is set by controls: 0 for no effect and ±100 for the full control effect; nearly all actives have a fitted effect of over 55% in size
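Reporter activity after DNA damage by 5-fluorouridine is monitored. Compound-treated cells incubate 16 hr at 37 °C, then ONE-Glo is added for 30 min before luminescence reading.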
RORgamma inh = qHTS for inhibitors of ROR gamma transcriptional activity; AID 2551, 2010; Nuclear receptor ROR-gamma (Mus musculus), P51450; Potency, µM (series often up to 53.6 µM), for the others: top-dose activity change, negative = inhibition, most hits filed as inhibitors; 5.4% of 310,000 active; Drosophila S2 Gal4-RORgamma UAS-luciferase reporter, 20 h; note: potency is the fitted concentration of half-maximal effect; % is set by controls: 0 for no effect and ±100 for the full control effect; nearly all actives have a fitted effect of over 60% in size
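Stably transfected Drosophila Schneider cells are the test system, with ROR gamma fused to Gal4 and luciferase under UAS control; luminescence is read after 20 hr of 700 uM copper sulfate induction at ambient temperature.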
Mito fusion yeast = qHTS Assay for Small Molecule Inhibitors of Mitochondrial Division or Activators of Mitochondrial Fusion. S. cerevisiae fusion-defective mutant growth rescue, CellTiterGlo 48 h. Potency, µM (highest dose often 46.1 µM), inactives show at the highest dose growth rescue (activation), usual class: activators. 0.23% of 320,000 active;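 note: potency is the fitted concentration of half-maximal effect; % of control where 0% means no effect; nearly all actives have a fitted effect of over 45% in size; temperature-sensitive fusion mutants such as fzo1-1 at 37 °C on non-fermentable ethanol glycerol medium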
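Compounds are tested for their ability to restore growth of mitochondrial fusion-defective yeast strains at non-permissive 37C in YPEG medium over 48 hours. Viability is quantified by luciferase luminescence.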
Menin MLL FP TR = qHTS Assay for Inhibitors Targeting the Menin-MLL Interaction in MLL Related Leukemias: Competition With Texas Red Labeled MLL-derived Mutant Peptide. O00255. Menin + Texas Red MLL mutant peptide, fluorescence polarization. Potency, µM (top dose mostly 61.6 µM), for inactives: top-dose FP activity change, negative = inhibition, hits mostly inhibitors. 0.23% of 270,000 active; active = well fitted inhibition curve with a large enough effect in the polarisation, with a control signal flat, not every such curve was filed as active; inconclusive = small, poorly fitted or top-dose-only effect, or effect the other way, or a change in a side signal; inactive = no such curve, though single readings can be large or run the other way; the % refers to the polarisation; note: potency is the fitted concentration of half-maximal effect; % of control where 0% means no effect; many of its hits are not listed in these tables
Target sequence (O00255 whole entry, looked up): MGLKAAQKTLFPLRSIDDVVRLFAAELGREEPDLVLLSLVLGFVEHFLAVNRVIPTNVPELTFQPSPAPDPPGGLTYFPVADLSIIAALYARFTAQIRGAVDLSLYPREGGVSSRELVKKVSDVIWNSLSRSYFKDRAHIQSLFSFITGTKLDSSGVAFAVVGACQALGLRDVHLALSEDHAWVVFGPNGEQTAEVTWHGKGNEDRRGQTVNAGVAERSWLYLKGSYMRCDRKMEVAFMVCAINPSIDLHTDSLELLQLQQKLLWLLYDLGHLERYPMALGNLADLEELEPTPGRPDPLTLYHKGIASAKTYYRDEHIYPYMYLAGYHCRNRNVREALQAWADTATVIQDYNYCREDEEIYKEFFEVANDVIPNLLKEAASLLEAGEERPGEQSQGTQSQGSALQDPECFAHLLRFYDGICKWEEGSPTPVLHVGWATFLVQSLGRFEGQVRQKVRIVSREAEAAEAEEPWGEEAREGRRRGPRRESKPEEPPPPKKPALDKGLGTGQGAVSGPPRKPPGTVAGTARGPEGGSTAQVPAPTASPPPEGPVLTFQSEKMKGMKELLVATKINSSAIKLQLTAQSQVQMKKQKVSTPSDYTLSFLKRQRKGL
KCNH2 3.1 block = qHTS for Inhibitors of KCHN2 3.1: Mutant qHTS | Potassium voltage-gated channel subfamily H member 2, brain isoform KCNH2 3.1 (human) | U2OS KCNH2 3.1, thallium flux FluxOr; hits give low values | activity change, % (tested at about 1.8 µM) | 0.95% of 340,000 active;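 active = maximum activity change below -70%; inconclusive = maximum activity change from -70% to -50%; inactive = maximum activity change above -50%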;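 note: thallium influx rate constant from kinetic fluorescence after stimulation buffer; % is set by controls: 0 for no effect and ±100 for the full control effect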
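FluxOr-based Tl+ influx in U2OS cells transduced with KCNH2 3.1 virus; rate constants normalized to DMSO controls.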
PKM2 act = qHTS Assay for Activators of Human Muscle isoform 2 Pyruvate Kinase; Pyruvate kinase PKM (Homo sapiens), P14618; Potency, µM (titrated, usually from 57.5 µM), without a hit: at the highest dose activation, usual class: activators; 0.34% of 260,000 active; purified PKM2, Kinase-Glo ATP luminescence, activation; response scale: 0% is enzyme alone, no compound; note: potency is the fitted concentration of half-maximal effect; % is set by controls: 0 for no effect and ±100 for the full control effect; nearly all actives have a fitted effect of over 55% in size
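ATP formation by purified human PK-M2, quantified via coupled luciferase luminescence after 1 h at room temperature with 0.1 mM ADP and 0.5 mM PEP final.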
FLuc counter = qHTS profiling assay for firefly luciferase inhibitor/activator using purifed enzyme and Km concentrations of substrates (counterscreen for miR-21 project). Luciferin 4-monooxygenase (Photinus pyralis), P08659. purified FLuc, Km substrates, luminescence inhibition. Potency, µM (top dose mostly 57.5 µM), without a hit: at the top dose activity change, negative = inhibition, most hits filed as inhibitors. 6.9% of 360,000 active. AID 588342, 2011;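 note: potency is the fitted concentration of half-maximal effect; plate controls were vehicle for no effect and reference inhibitor for full effect; nearly all actives have a fitted effect of over 55% in size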
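Biochemical qHTS of compounds, final roughly 60 µM downward over six points, against 10 nM purified firefly luciferase using Km concentrations of substrates (10 uM D-luciferin, 10 uM ATP) in Tris acetate pH 7.5 buffer; luminescence output.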
NPC1 promoter act = qHTS Assay for NPC1 Promoter Activators. Huh7 NPC1 promoter luciferase reporter, 24 h. Potency, µM (series often up to 9.22 µM), inactives show top-dose activation, actives largely listed as activators. 2.4% of 320,000 active;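 note: potency is the fitted concentration of half-maximal effect; % of control where 0% means no effect; nearly all actives have a fitted effect of over 60% in size; reporter is driven by a mutant NPC1 promoter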
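Huh7 reporter cells (NPC1 promoter driving luciferase) are dosed with compound for 24 h at 37 °C, 5% CO2; luciferase detection reagent is then added and luminescence measured after 10 min at ambient temperature.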
Rab9 promoter act = qHTS Assay for Rab9 Promoter Activators; Potency, µM (top dose mostly 9.22 µM), without a hit: top-dose activation, negative = inhibition, actives largely listed as activators; AID 485297, 2010; 2.8% of 320,000 active; Huh7 Rab9 promoter-luciferase reporter, luminescence, 24 h; note: potency is the fitted concentration of half-maximal effect; % of control where 0% means no effect; nearly all actives have a fitted effect of over 60% in size
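Measured in stably transfected Huh7 cells bearing a Rab9 promoter–luciferase construct: 24 h compound treatment at 37 °C, followed by luminescence detection.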
VP16 counter = VP16 counterscreen qHTS for inhibitors of ROR gamma transcriptional activity. Potency, µM (series often up to 53.6 µM), without a hit: at the highest dose activity, negative = inhibition, hits mostly inhibitors. 3.5% of 310,000 active. Drosophila S2 Gal4-VP16 UAS-luciferase, luminescence, 20 h;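 note: Gal4-VP16 expression switched on by copper sulfate through the metallothionein promoter; potency is the fitted concentration of half-maximal effect; % is set by controls: 0 for no effect and ±100 for the full control effect; nearly all actives have a fitted effect of over 50% in size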
Active calls of the source: *; u = inconclusive; x = not tested or not shown; & = joins results of further samples; [ ] = dose if it differs, or a comment. Unless noted, calls come from the whole dose curve; as a rule, active = well fitted curve in the direction sought with a large enough effect; inconclusive = small, poorly fitted or top-dose-only effect, or another doubt; inactive = no such curve, though single readings can be large; an effect the other way counts as inactive or inconclusive. This is a subset. The share of hits here may be higher or lower than overall.

Each structure is followed by: MBNL1 CUG block | ELG1 DNA repair | RORgamma inh | Mito fusion yeast | Menin MLL FP TR | KCNH2 3.1 block | PKM2 act | FLuc counter | NPC1 promoter act | Rab9 promoter act | VP16 counter
N#CC1(NC(=O)COC(=O)c2cc(=O)[nH]c3ccccc23)CCCCC1
 : x | 10% | x | -5% | x | -11 | x | 1% | -3% | -1% | x
CCCCCn1nc(-c2ccccc2)c2nc3ccccc3nc21
 : -12% | 0% | 5% | -1% | 19% | 2 | -6% | 1% | 0% | 1% | 1%
CCOC(=O)Cc1cc(-c2ccc(F)cc2)nc2ccc3ccccc3c12
 : x | 12% | -21% | 2% | u | -22 | 0% | 1% | 1% | 0% | -12%
N#Cc1ccc(/C=N/NC(=S)Nc2ccc(S(=O)(=O)N3CCOCC3)cc2)cc1
 : 10% | -10% | 1.8µM* | -2% | x | -11 | 0% | -17% | -4% | -4% | u
COc1cc(C(=O)NCC2CCCO2)cc(Br)c1OCc1ccccc1 (stereo not given)
 : x | u | x | u | x | 1 | x | 0% | 6% | -1% | x
CCCN1CCc2c(sc(NC(=O)c3ccc(S(=O)(=O)N(C)c4ccccc4)cc3)c2C(N)=O)C1
 : 12% | u | -19% | -1% | 31%[activator] | -42 | 1% | -1% | -3% | 0% | -28%
Cc1ccc(S(=O)(=O)/N=C(/Nc2c(C)n(C)n(-c3ccccc3)c2=O)c2ccccc2)cc1
 : -2% | 1% | 12% | -6% | 4% | -3 | 0% | -7% | 0% | -6% | -3%
CCOC(=O)N1CCN(C(=O)CS(=O)(=O)c2cn(Cc3ccccc3Cl)c3ccccc23)CC1
 : 1% | -4% | -12% | -3% | -14% | -32 | -1% | 0% | -3% | 3% | -5%
S=C(NCCc1ccccc1)N1CCN(C23CC4CC(CC(C4)C2)C3)CC1
 : x | u | 18% | u | -4% | -88* | -1% | 2% | -7% | -2% | -11%
COCc1cc(C)n(CC(=O)Nc2cc(C)cc(C)c2)c(=O)c1C#N
 : -5% | -2% | 5% | 4% | 16% | 8 | -9% | 0% | -11% | -9% | 3%
COc1ccccc1CNC(=O)COC(=O)Cc1ccc(F)cc1
 : x | -3% | x | -1% | x | -1 | x | -1% | 8% | -1% | x
Cc1nn(Cc2ccccc2)c(C)c1NC(=O)c1ccc([N+](=O)[O-])cc1[N+](=O)[O-]
 : u | 0% | u | -2% | 9% | -7 | 0% | 0% | -1% | -1% | 0%
CC(C)(C)CC(C)(C)N=C1NS(=O)(=O)c2cc([N+](=O)[O-])ccc21
 : u | u | 0% | -7% | u | 6 | -2% | 1% | 0% | -7% | -9%
CN(/C(=N/S(=O)(=O)c1ccccc1)c1ccccc1)S(=O)(=O)c1ccccc1
 : -4% | 15% | 25% | -1% | 0% | 7 | -2% | 3% | -4% | 0% | -7%
CN=C1SC(CC(=O)NCCc2ccc(OC)c(OC)c2)C(=O)N1C (stereo not given)
 : -17% | -2% | 11% | -5% | 2% | -13&2 | -7% | 2% | 1% | -3% | -6%
CC(C)(C)c1ccc(C(=O)C=[N+]=[N-])cc1
 : 3% | u | -1% | -4% | u | 15 | -12% | u | -1% | 13% | 2%
COc1ccc(-n2nc(C(=O)NCC(=O)N3CCC(C)CC3)c3ccccc3c2=O)cc1
 : u | u | 5% | -9% | 0% | -5 | 3% | 2.1µM* | u | u | -17%
COC(=O)C(F)(Sc1c(C)n(C)n(-c2ccccc2)c1=O)C(F)(F)F (stereo not given)
 : -6% | 0% | 1% | -3% | 11% | 12 | -2% | -2% | -7% | 5% | -3%
COc1ccc(C2NS(=O)(=O)N=C2N)cc1 (stereo not given)
 : -2% | 5% | -8% | 0% | 0% | 15 | -3% | 4% | -9% | 1% | 11%
O=C(CC1Nc2ccccc2NC1=O)NCCc1ccccc1 (stereo not given)
 : 20% | -3% | -3% | 1% | -14% | -5 | -6% | -2% | -1% | -2% | -8%
Cc1cc(NC(=O)C(C)SCC(=O)O)no1 (stereo not given)
 : 3% | 2% | -4% | 0% | -5% | -12 | -2% | -3% | -2% | -1% | 2%
Cc1ccc(O)c(NC(=S)NC(=O)Cc2ccc(Cl)cc2)c1
 : 2% | 0% | 13µM* | -13% | 14% | -14 | -2% | -8% | 0% | -2% | 11µM*
COc1ccc(CCNC(=O)CC2SC(=NCc3ccccc3)NC2=O)cc1 (stereo not given)
 : x | -18% | -10% | -2% | -17% | -2 | 4% | 2% | -1% | -1% | 0%
Cc1cc(C)c2c(c1)OC(O)(C(F)F)CC2=O (stereo not given)
 : -2% | 0% | 4% | -4% | 2% | -2 | -2% | 4% | 2% | -8% | 0%
Cc1ccc(OCC(=O)NCCNC(=O)c2ccco2)cc1
 : -4% | 27% | -4% | 15% | 12% | 28 | x | -3% | 1% | 12% | 6%
CCOc1ccc(Nc2cc(C)nc(N3CCOCC3)n2)cc1
 : 30% | -11% | 23% | -7% | 4% | -3 | -1% | 2% | -4% | 6% | -5%
O=C(NCCN1CCN(C(=O)c2c(F)cccc2F)CC1)C(=O)Nc1ccc(Cl)cc1
 : -3% | 7.3µM* | x | 2% | -2% | -14 | 0% | 2% | -1% | -5% | x
COc1cc(C(=O)OCC(=O)N2CCCC2)cc(OC)c1OC
 : -3% | 19% | -1% | -2% | 9% | -5 | 7% | 0% | -3% | 0% | 6%
CCOC(=O)C1CCCN(Cc2ccccc2F)C1 (stereo not given)
 : -5% | u | 2% | 0% | -17% | 8 | 10% | 3% | 0% | 2% | -21%
O=C(CSc1nnc(SCc2ccc(Cl)cc2)s1)N/N=C/c1ccccc1Cl
 : x | u | -7% | -6% | -2% | -20 | 2% | 6µM* | 12% | 2% | 16%
Cc1ccc2cc(CCNC(=O)C3CCCCC3)c(=O)[nH]c2c1C
 : -12% | 0% | -2% | 3% | 4% | 5 | 6% | 0% | -6% | -1% | -5%
CCOc1cc(C2C(C(C)=O)=C(O)C(=O)N2CCc2c[nH]c3ccccc23)ccc1O (stereo not given)
 : 7% | 5% | -7% | -4% | 11% | -1 | 3% | -16% | -3% | 1% | 0%
COC(=O)c1c(-c2c(Cl)cccc2Cl)noc1NC(=O)N(C)C
 : -16% | 15% | -11% | 5% | x | 9 | 3% | 2% | -2% | 0% | 1%
Cc1cccc(C)c1OCc1cc(C(=O)N(C)Cc2cc(C3CC3)n[nH]2)no1
 : -4% | u | 2% | 0% | -8% | -19 | 5% | -18% | 5% | 15% | 0%
CC1([N+](=O)[O-])COC2(OC1)C(=O)Nc1ccccc12 (stereo not given)
 : -5% | 0% | -1% | 11% | 3% | 9 | x | -1% | 0% | 2% | 3%
Cc1ccnc2nc(C(=O)Nc3nc(-c4ccccn4)cs3)nn12
 : 9% | -15% | u | -1% | 26% | 11 | -3% | -20% | -2% | -1% | -2%
CCOc1ccccc1NC(=O)C1CCN(c2nc(-c3ccc(OC)cc3)no2)CC1
 : 4% | 2% | -36% | -3% | 19% | 0 | 1% | -7% | -4% | 3% | u
COc1ccc2[nH]c(=O)c(CN(Cc3ccco3)C(c3nnnn3Cc3ccccc3)C(C)C)cc2c1 (stereo not given)
 : 1% | u | u | 21% | 2% | -4 | 0% | 0% | 1% | -5% | -13%
COc1ccccc1N(C)S(=O)(=O)c1ccc(C(=O)NC2CCCCC2)cc1
 : x | 23µM* | x | 10% | x | 10 | x | x | -1% | 3% | x
Cc1cc(C)c2oc(-c3cccc(N)c3)nc2c1
 : -5% | u | -31% | -25% | 16% | -31 | -1% | 3.8µM* | 3.5µM* | u | -10%
CCCn1nnnc1SCC(=O)c1ccc2c(c1)OCCO2
 : 2% | u | -10%[0.365 µM] | -1% | -17% | 8 | 3% | 12µM* | u | u | x
